SRC3 TRFRET art = TR-FRET detection interference compounds, artefact control for PPARgamma SRC-3 recruitment agonists, biochemical, TR-FRET ratio; 0.39% of 99,000 active; TR-FRET ratio at 8 µM; AID 1048, 2008; TR-FRET artefact counter-screen, PPARgamma/SRC-3 format; hits give high values; in the data active = TR-FRET ratio above about 2000; also: inactives centre near 1600
SRC1 TRFRET art = TR-FRET detection interference compounds, primary screen, artefact control for PPARgamma SRC-1 recruitment agonists, biochemical, TR-FRET emission ratio. TR-FRET ratio at 8 µM. AID 1051, 2008. TR-FRET detection artefact counter-screen; hits give high values. 0.34% of 99,000 active; in the data active = TR-FRET ratio above about 2300; also: inactives centre near 1800
Numbers without * were called inactive.

Fields: SRC3 TRFRET art	SRC1 TRFRET art
CC1(C)C(=O)OC(/C=C\c2cccc([N+](=O)[O-])c2)C(C)(C)C1=O (stereo unspecified)
 : 1503	1684
CCn1nc(C)c(CN2CCN(Cc3cccc(OC)c3)C(CCO)C2)c1C (stereo unspecified)
 : 1495	1419
Cc1cc(SCC(=O)OCC(=O)NCc2ccc3c(c2)OCO3)c(C)cc1Br
 : 1202	1621
O=C1c2cccc3c([N+](=O)[O-])ccc(c23)C(=O)N1Cc1cccnc1
 : 1727	1531
CC(=O)OCCCN1C(=O)c2ccc(Br)cc2C1=O
 : 1445	1733
Cc1c(Nc2ncnc3nc[nH]c23)c(=O)n(-c2ccccc2)n1C
 : 1425	1797
CCOC(=O)C1=C(C)NC(SCC(=O)O)=NC1c1ccccc1 (stereo unspecified)
 : 1400	1965
CCOc1ccc(Nc2nc(Cc3nnc(SCC(N)=O)o3)cs2)cc1
 : 1752	1773
CCN1CCCC(CO)(Cc2ccccc2)C1 (stereo unspecified)
 : 1524	1911
C/C(=N\NC(=O)c1ccc2c(c1)OCO2)c1ccc(C(=O)O)s1
 : 1533	1760
CCc1cccc(C)c1NC(=O)CNCc1ccccc1
 : 1542	1796
O=c1[nH]c(/C(Cl)=C/c2c(F)cccc2Cl)nc2cc(Cl)ccc12
 : 1650	1724
O=C(CCCc1nc2ccccc2s1)NC(c1ccccc1)c1ccccc1
 : 1796	2175
CCn1c(CCCc2ccc(OC)c(C)c2)n[nH]c1=S
 : 1355	1912
O=C(CCn1cnc2ccccc21)N/N=C/c1ccc(O)cc1
 : 1655	1581

A portion taken from the entries so far:
Fields: SRC3 TRFRET art	SRC1 TRFRET art
C/C(=N\NC(=O)c1ccc2c(c1)OCO2)c1ccc(C(=O)O)s1
 : 1533	1760
CCc1cccc(C)c1NC(=O)CNCc1ccccc1
 : 1542	1796

Reformatted as a markdown table: part of the list above
| canonical_smiles | SRC3 TRFRET art | SRC1 TRFRET art |
| --- | --- | --- |
| CCN1CCCC(CO)(Cc2ccccc2)C1 (stereo unspecified) | 1524 | 1911 |
| C/C(=N\NC(=O)c1ccc2c(c1)OCO2)c1ccc(C(=O)O)s1 | 1533 | 1760 |

(list continues)
Fields: SRC3 TRFRET art	SRC1 TRFRET art
COc1ccc(Cl)cc1NC(=O)CN1CCCC1
 : 1497	1715
Cc1cc(C)n2nc(C(=O)N/N=C/c3ccccc3Cl)nc2n1
 : 1501	1661
COc1ccc(-c2[nH]ncc2CNC(C)c2ccccc2Cl)cc1F (stereo unspecified)
 : 1535	1636
CCOC(=O)c1ccc2nc(Nc3nc4ccc(F)cc4s3)sc2c1
 : 1626	1772
C/C=C/c1ccc(OCC(=O)OCC)c(OC)c1
 : 1550	1911
COc1ccc(C(C[N+](=O)[O-])n2nc(C)cc2C)cc1 (stereo unspecified)
 : 1504	1898
Cn1cccc1/C=N/NC(=O)c1cc(-c2cccs2)nc2ccccc12
 : 1637	2013
COc1ccc(N2CCN(Cc3cc(OC)c(O)c([N+](=O)[O-])c3)CC2)cc1
 : 1647	1821
COc1ccc(C2=NN(C(=O)c3cccs3)C(c3ccccc3O)C2)cc1 (stereo unspecified)
 : 1571	1607
CCOC(=O)CC1=NS(=O)(=O)c2ccccc2N1
 : 1789	1688
O=C1CCC(C(=O)N2CCCC(C(=O)c3ccc4c5c(cccc35)CC4)C2)=NN1 (stereo unspecified)
 : 1674	1637
C/C(=C1\SC(N2CCOCC2)=NC1=O)c1ccccc1
 : 1490	1694
COc1cc(CC(=O)Nc2ccccc2N2CCCCC2)cc(OC)c1OC
 : 1553	1462
Fc1nc(F)c(F)c(NCCCNc2c(F)c(F)nc(F)c2F)c1F
 : 1627	1933
COc1cc(/C=C2\SC(N3CCc4ccccc4C3)=NC2=O)cc(OC)c1OC
 : 1829	1894

Single values from the results shown:
SRC1 TRFRET art result of C/C=C/c1ccc(OCC(=O)OCC)c(OC)c1 → 1911
SRC1 TRFRET art result of Fc1nc(F)c(F)c(NCCCNc2c(F)c(F)nc(F)c2F)c1F → 1933
SRC3 TRFRET art result of COc1cc(/C=C2\SC(N3CCc4ccccc4C3)=NC2=O)cc(OC)c1OC → 1829
SRC1 TRFRET art result of O=C1CCC(C(=O)N2CCCC(C(=O)c3ccc4c5c(cccc35)CC4)C2)=NN1 (stereo unspecified) → 1637

Going on with the list:
Fields: SRC3 TRFRET art	SRC1 TRFRET art
CC1CCN(C(=S)c2ccc(N(C)C)cc2)CC1
 : 1622	1797
COc1ccc(N(CC(=O)NCc2ccccc2OC)S(=O)(=O)c2ccccc2[N+](=O)[O-])c(OC)c1
 : 1667	1673
COc1ccccc1Nc1nc(C)c(C(=O)Nc2ccccc2)s1
 : 1562	1520
CCn1c2ccccc2c2cc(/C=N/NC(=O)c3ccccc3C)ccc21
 : 1782	1809
O=C(NCc1ccc2c(c1)OCO2)c1cc(S(=O)(=O)N2CCCCC2)ccc1F
 : 1427	1617
O=C(Nc1cccc(Cl)c1)c1ccc(F)c(S(=O)(=O)NCc2cccs2)c1
 : 1867	2213
CC(C)(C)c1cc(NC(=O)CSc2nnc(NCc3ccccc3)s2)n(-c2ccccc2)n1
 : 1602	1946
Oc1c(CN2CCN(c3ccccn3)CC2)cc(Cl)c2cccnc12
 : 1571	1657
N#CCCCSC1=C(C#N)C(c2ccccc2Cl)CC(=O)N1 (stereo unspecified)
 : 1788	1679
O=C(NN=C(Cc1ccccc1)Cc1ccccc1)c1ccccc1O
 : 1589	1780
O=C(COC(=O)c1cc(-c2cccc(Br)c2)nc2ccccc12)NCC1CCCO1 (stereo unspecified)
 : 1524	1864
Cc1ccccc1NC(=S)N/N=C1\CC(C)(C)Oc2ccc(O)cc21
 : 1503	1885
COc1ccc(OC)c(C(=O)c2ccc(C(=O)Nc3ccccc3)cc2)c1
 : 1731	2055
CCCCC(=O)Nc1cccc(NC(=S)NC(=O)Cc2ccccc2)c1
 : 1709	1847
O=C(O)c1sc2cccc(Cl)c2c1Cl
 : 1881	2128
Cc1ccc(C)c(N2CCN(C(=O)Cc3ccc(-n4c(=O)[nH]c5ccsc5c4=O)cc3)CC2)c1
 : 1447	1965
COc1ccc(Oc2coc3cc(OC(=O)/C=C/c4ccc(F)cc4)ccc3c2=O)cc1
 : 1911	2082
OCCC1CN(C2CCN(c3ccccc3)CC2)CCN1Cc1ccc(F)c(F)c1 (stereo unspecified)
 : 1639	1815
Cn1c(/C=C/c2cccc([N+](=O)[O-])c2)nc2ccccc2c1=O
 : 1564	1662
CCN(CC)P(=O)(Nc1ccc(C)cc1Br)c1ccc(N(C)C)cc1NC(=O)c1ccco1 (stereo unspecified)
 : 1577	1721
COC(=O)c1ccc(NC(=S)N2CCN(C)CC2)cc1
 : 1686	2074
COc1ccccc1NC(=O)CN1CCC(c2nc3ccc(C)cc3[nH]2)CC1
 : 1507	1612
Oc1cc(-c2ccccc2)c2ccccc2c1
 : 1666	1787
Cc1ccc(-n2cc(C(=O)c3ccc(N4CCN(C)CC4)cc3)nn2)cc1Cl
 : 1442	1520
O=C(c1cccc2ccccc12)N1CCN=C1SCc1ccc([N+](=O)[O-])cc1
 : 1516	1955
CCOc1cc(NC(=O)c2ccccn2)c(OCC)cc1NC(=O)c1ccccc1
 : 1625	1871
CCOC(=O)C1(CC2CCCCO2)CCN(Cc2nc(C(C)C)cs2)CC1 (stereo unspecified)
 : 1425	1851
CCCc1ccc(OCCNC(=O)C2CCCCC2)cc1
 : 1605	1770
Cc1nn(Cc2ccccc2Cl)c2sc(C(=O)Nc3nccs3)cc12
 : 1670	1758
CCC1=[N+](CC(=O)c2ccc(C)cc2)CCn2c(C)ccc21
 : 1653	1784
Cc1ccc(OCC(O)Cn2nc(C)cc2C)cc1 (stereo unspecified)
 : 1524	1791
CCOC(=O)c1ccc(NC(=O)CSc2nc3ncccc3[nH]2)cc1
 : 1605	1674
CN(CC(=O)Nc1ccc(Cl)c(Cl)c1)C(=O)/C=C/c1ccc(F)cc1
 : 1580	1823
COc1ccc(C(=O)Nc2c(Cl)cc(Cl)cc2C(=O)N2CCOCC2)cc1
 : 1474	1691
Cc1nnc(SCc2ccc([N+](=O)[O-])cc2)[nH]c1=O
 : 1663	1915
Cc1ccc(N=Cc2c(O)ccc3ccccc23)cc1F
 : 1392	1779
CCOC(=O)C1CN(S(=O)(=O)c2ccc(Cl)cc2)c2cc(S(=O)(=O)CC)ccc2O1 (stereo unspecified)
 : 1647	1813
Cc1cc(-c2ccc(N3CCOCC3)cc2)nc2ccccc12
 : 1789	1929
N#CC1=C2N=C(N)c3ccccc3N2C2=C(C(=O)CCC2)C1c1cccc(Cl)c1 (stereo unspecified)
 : 1659	1655
O=C(/C=C/c1ccccc1)NCCc1ccc2c(c1)OCCO2
 : 1823	2051
Cc1cc(C2=NNC(=NCCc3ccccc3)SC2)c(C)n1CC1CCCO1 (stereo unspecified)
 : 1408	1838
S=c1[nH]cc(-c2ccc(Cl)cc2)n1-c1ccccc1
 : 1516	1975
CCOC(=O)c1ccc(NC(=O)CN2C(=O)CSCC2=O)cc1
 : 1540	1604
Cc1ccc(CNc2ccc3c(c2)ncn3C(C)(C)C)cc1
 : 1713	1946
CNC(=S)N1CCc2ccccc2C1
 : 1615	2154
O=C(c1ccc2nc(N3CCOCC3)sc2c1)N1CCCC1
 : 1517	1746
O=C(CN1C(=O)C2(OCCCO2)c2ccccc21)NCCc1ccccc1
 : 1463	1775
COC(=O)c1ccc(SC)cn1
 : 1528	1569
CCN(CC)S(=O)(=O)c1ccc(N(C)C)c(NC(=O)CC(NC(C)=O)c2ccccc2)c1 (stereo unspecified)
 : 1294	1757
Cc1ccc(C)c(CSc2ccc3nnc(-c4ccccn4)n3n2)c1
 : 1259	1576
O=C(COC(=O)C1CCCC1)NCc1ccc(Cl)cc1
 : 1714	2000
COc1cccc(C(=O)NCC(=O)OCC(=O)Nc2cc(OC)c([N+](=O)[O-])cc2C)c1
 : 1620	1683
CC1CCCCC1NC(=S)Nc1cccc(S(=O)(=O)N(C)C)c1 (stereo unspecified)
 : 1766	1812
CCOC(=O)c1ccc2c(c1)C(=O)N(C1CCCCC1)C2=O
 : 1549	2003
Cn1cc(C(=O)N/N=C/c2cccs2)c2ccccc21
 : 1671	1899
O=C1NN=COc2ccccc21
 : 1600	1589
CC1CCN(CCOc2ccc(OCc3ccccc3)cc2)CC1
 : 1599	1707
O=C(N/N=C/c1coc2ccccc2c1=O)c1cn(-c2ccccc2)nc1-c1ccc(F)cc1
 : 1478	1743
Cc1ccccc1C(=O)N/N=C1\SCC(=O)N1Cc1ccco1
 : 1420	1755
COc1cc(C(c2c(C)[nH][nH]c2=O)c2c(C)[nH][nH]c2=O)cc(OC)c1OC
 : 1590	1667

Next section:
Fields: SRC3 TRFRET art	SRC1 TRFRET art
O=C(Nc1nn[nH]n1)c1cccc([N+](=O)[O-])c1
 : 1545	1757
O=C(COC(=O)c1cncc(Br)c1)NCc1ccccc1Cl
 : 1703	1645
CC1(C)C2CC=C(/C=N/NC(=O)c3ccccc3O)C1C2 (stereo unspecified)
 : 1723	1899
CCOc1cc(C=O)ccc1OCc1cc(=O)n2cc(C)ccc2n1
 : 1742	1795
Cn1cc(CN2CCC(C(=O)N3CCCCC3)CC2)c(-c2ccccc2F)n1
 : 1649	1523
Cc1cc(Br)c2c(c1)/C(=C/C(=O)c1cccs1)C(=O)N2
 : 1384	1857
O=C(N/N=C\c1cccs1)c1sccc1-n1cccc1
 : 1574	1641
CC(C)(C)Cc1nnc(NC(=O)Cc2cccs2)s1
 : 1658	1939
C#CCNC(=O)C1=C[C@H](c2ccc(C(F)(F)F)cc2)C[C@H](OCCCCO)O1
 : 1535	1979
CCCN(CCC)S(=O)(=O)c1ccc(Cl)c([N+](=O)[O-])c1
 : 1592	1639
Cn1cc(Cl)c(-c2n[nH]c(=S)n2-c2ccc(F)cc2)n1
 : 1845	2344*
COc1cc(OC)cc(C(=O)NCC(=O)OCC(=O)c2ccc3c(c2)-c2ccccc2C3)c1
 : 2602*	2143
COC(=O)c1ccc(CSc2nnc(-c3ccc4c(c3)OCO4)n2-c2ccccc2)o1
 : 1529	1826
COc1cccc(NC(=S)N2CCCC2c2ccc(OC)c(OC)c2)c1 (stereo unspecified)
 : 1378	1814
COc1cc(SC)ccc1C(=O)Nc1ccc(C)cc1C
 : 1714	1686
Cc1ccc(C)c(-n2ccnc2SCC(N)=O)c1
 : 1485	1909
COc1ccccc1N(CC(=O)NCC1CCCO1)C(=O)Cn1nnc(-c2cccs2)n1 (stereo unspecified)
 : 1781	2029
CN(C)S(=O)(=O)c1cccc(NC(=O)COC(=O)/C=C/c2ccco2)c1
 : 1777	1940
CCO[C@H]1OC(C(=O)O)=C[C@@H](c2ccc3c(c2)OCO3)[C@@H]1CCCO
 : 1576	1877
Cc1ccc(S(=O)(=O)CCC(=O)NCc2ccccc2Cl)cc1
 : 1571	1580
O=C(NCCN1CCN(c2ccccc2)CC1)c1cccn2c(=O)c3ccccc3nc12
 : 1493	2065
Cc1nnc(-c2ccco2)c2cn(-c3cccc(Br)c3)nc12
 : 1511	1859
COc1ccc(/C=N/NC(=O)c2cccc(NC(=O)c3ccc(F)cc3)c2)c(C(=O)O)c1OC
 : 1345	1948
Cc1ccc(C)c(CSc2nnc(C)c(=O)[nH]2)c1
 : 1519	1652
CCOc1ccc2[nH]cc(S(=O)(=O)c3ccc(Cl)cc3)c(=O)c2c1
 : 1567	1636
CC(=O)c1cccc(NC(=S)NC(=O)c2ccc(Cl)cc2)c1
 : 1629	1810
CNC(=S)NNc1nc(N2CCOCC2)nc(N2CCOCC2)n1
 : 1433	1853
NC(=O)c1cc2ccc(O)cc2oc1=Nc1ccccc1
 : 1545	1773
O=C(N/N=C/c1c(O)ccc2ccccc12)c1ccc[n+](CCO)c1
 : 1713	2268
COc1ccc(/C=C(\C#N)C(=O)NCc2cccnc2)cc1OC
 : 1635	1706
COc1ccc(NC(=O)COC(=O)C2CCCCC2)c([N+](=O)[O-])c1
 : 1482	1847
Cc1cccc(NC(=S)NNc2ncc(C(F)(F)F)cc2Cl)c1
 : 1486	1609
CC(C)N1C(=O)/C(=C\c2nc3ccccc3c(=O)n2-c2ccccc2)c2ccccc21
 : 1625	1699
